Screening results (PubChem BioAssay)
HCMV inh: blocks human cytomegalovirus replication. AID 1259415. HFF cells, HCMV-luciferase reporter, 72 h; active compounds read low. hit rate 4.5% among 410,000. activity change, negative = inhibition, % at 57.5 µM; in the data active means activity change below about -60%; inconclusive means no clear call, values can overlap the other calls; inactive means above about -39%
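Compounds were evaluated in HFFs infected with an HCMV luciferase reporter virus (MOI 1 PFU/cell). Luciferase in lysates collected 72 h post infection served as the replication measure.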
Giardia FBPA inh: Giardia lamblia aldolase inhibition; A8B2U2; purified Giardia FBPA; Potency, µM (titrated, usually from 59.6 µM), without a hit: at the highest dose activity, negative = inhibition, usual class: inhibitors; hit rate 0.71% among 290,000; AID 2451; further: potency means the concentration at half of the fitted maximal effect; nearly all actives have a fitted effect of over 55% in size
Target sequence (A8B2U2 whole entry, looked up): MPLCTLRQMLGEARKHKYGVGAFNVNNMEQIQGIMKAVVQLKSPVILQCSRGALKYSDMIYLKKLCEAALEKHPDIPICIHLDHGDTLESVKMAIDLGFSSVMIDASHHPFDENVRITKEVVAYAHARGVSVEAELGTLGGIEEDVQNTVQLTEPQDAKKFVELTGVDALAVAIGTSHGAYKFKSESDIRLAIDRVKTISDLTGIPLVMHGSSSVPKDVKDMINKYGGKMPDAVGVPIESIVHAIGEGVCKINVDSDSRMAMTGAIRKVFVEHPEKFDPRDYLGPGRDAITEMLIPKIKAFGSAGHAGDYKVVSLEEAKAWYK
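40 nM FBPA preincubated 10 min at RT with compound (up to 57.5 uM final), then substrate plus GAPDH/TPI/NAD/arsenate coupling and diaphorase/resazurin added. Fluorescence read after 20 min at RT, 525/598 nm.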
AmpC no deterg: AmpC beta-lactamase inhibition without detergent; P00811; AmpC nitrocefin hydrolysis, absorbance 480 nm, 0.0001% Triton; Potency, µM (doses to about 57.1 µM), for the others: top-dose activity change, negative = inhibition, hits mostly inhibitors; hit rate 0.52% among 330,000; AID 485341;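 further: potency means the concentration at half of the fitted maximal effect; plate controls were no compound for no effect and no enzyme for full effect; nearly all actives have a fitted effect of over 20% in size; some results filed as inactive show a strong effect at the top dose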
Target sequence (P00811 whole entry, looked up): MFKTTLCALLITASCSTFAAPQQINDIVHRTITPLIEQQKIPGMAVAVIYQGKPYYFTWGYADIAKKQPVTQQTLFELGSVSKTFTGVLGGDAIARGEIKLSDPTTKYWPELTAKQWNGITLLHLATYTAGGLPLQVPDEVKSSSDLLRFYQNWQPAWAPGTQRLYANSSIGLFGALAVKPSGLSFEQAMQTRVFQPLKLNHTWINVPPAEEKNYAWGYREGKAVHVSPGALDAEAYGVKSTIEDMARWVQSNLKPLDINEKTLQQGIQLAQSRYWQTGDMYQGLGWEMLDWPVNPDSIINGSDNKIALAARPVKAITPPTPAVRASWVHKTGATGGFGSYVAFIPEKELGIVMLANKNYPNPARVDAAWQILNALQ
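20 mM phosphate pH 7.0 + 0.01% (detergent screen) or 0.0001% Triton X-100; 5.3 nM AmpC reagent; cpd preinc 15 min RT; nitrocefin (800 uM stock) to start; A480 q20 s × 4 min; Activity was normalised to no-enzyme and no-compound control wells.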
Sm TGR block: S. mansoni TGR enzyme inhibition. Q962Y6. hit rate 3% among 360,000. Potency, µM (highest dose often 114 µM), for inactives: top-dose activity change, negative = inhibition, actives largely listed as inhibitors. purified TGR, DTNB reduction, TNB absorbance 405 nm; further: potency means the concentration at half of the fitted maximal effect; nearly all actives have a fitted effect of over 60% in size
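Kinetic colorimetric format: TGR-catalysed, NADPH-driven DTNB reduction monitored via TNB absorbance. Enzyme dispensed at 20 nM; compound exposure 15 min at room temperature before reaction start.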
AMA1 RON2 block: AMA1-RON2 (P. falciparum) interaction inhibition; AlphaScreen AMA1-biotinylated RON2 peptide binding; Potency, µM (highest dose often 58.2 µM), without a hit: at the highest dose activity change, negative = inhibition, hits mostly inhibitors; hit rate 0.2% among 360,000; AID 720542;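 further: potency means the concentration at half of the fitted maximal effect; 0% = vehicle wells and -100% = peptide control; nearly all actives have a fitted effect of over 45% in size; some results filed as inactive show a strong effect at the top dose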
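AMA1 (3D7) with his tag at 25 nM final met compounds first, then biotinylated RON2 peptide at 25 nM; detection used donor plus acceptor beads, 10 µg/mL apiece, read by AlphaScreen after 30 min at room temperature.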
AmpC inh detg: AmpC beta-lactamase inhibition with detergent present; P00811; AmpC hydrolysis of nitrocefin, absorbance 480 nm, 0.01% Triton; Potency, µM (doses to about 114 µM), for inactives: at the highest dose activity change, negative = inhibition, usual class: inhibitors; hit rate 0.041% among 370,000; AID 485294;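 further: potency means the concentration at half of the fitted maximal effect; 0% = no-compound wells and -100% = no-enzyme wells; nearly all actives have a fitted effect of over 25% in size; some results filed as inactive show a strong effect at the top dose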
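20 mM phosphate pH 7.0 + 0.01% (detergent screen) or 0.0001% Triton X-100; 5.3 nM AmpC reagent; cpd preinc 15 min RT; nitrocefin (800 uM stock) to start; A480 q20 s × 4 min; Activity was normalised to no-enzyme and no-compound control wells.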
An asterisk follows results filed as active; u = inconclusive; x = not tested or not shown; & = joins results of further samples; [ ] = dose if it differs, or a comment. Unless noted, the call rests on the fitted dose curve; in most records, active means well fitted curve in the direction sought with a large enough effect; inconclusive means small, poorly fitted or top-dose-only effect, or another doubt; inactive means no such curve, though single readings can be large; an effect the other way counts as inactive or inconclusive. Unless noted, on the % scale 0 is the no-effect control and ±100 the full control effect. This is a random part of the collection (roughly 7.8% active in at least one column).

| SMILES | AmpC inh detg | HCMV inh | AMA1 RON2 block | AmpC no deterg | Sm TGR block | Giardia FBPA inh |
| --- | --- | --- | --- | --- | --- | --- |
| CSCCC1NC(=O)N(CC(=O)Nc2cccc(S(=O)(=O)N3CCCCCC3)c2)C1=O (stereo not drawn) | x | -8.4 | -2.4% | -30.8% | x | x |
| O=C(CN1CCCCC1)NC(=O)NCc1ccccc1 | -15.9% | -28.8 | 13.8% | -16.2% | -10.2% | 5.7% |
| COc1ccc(OC)c(CN2CCN(C(=O)COc3cccc(C)c3)CC2)c1 | 1.3% | 16.1 | u | 109.8%[activator] | -0.8% | u |
| COc1cc(C(=O)Nc2ccc3c(c2)OCCO3)ccc1OC(F)F | -11.4% | 120.7 | 7.8% | -26.0% | -7.7% | 10.6% |
| CN(Cc1ccccc1)c1nc2c(S(=O)(=O)c3cccc(Cl)c3)nnn2c2ccsc12 | -1.8% | 6.5 | x | x | 1.5% | x |
| CC1=NN(C(=O)COc2ccccc2)C(O)(c2cccnc2)C1 (stereo not drawn) | -1.4% | -26.6 | 90.3%[activator] | -22.5% | -17.0% | -1.3% |
| Cc1cc(C)c(C(=O)/C=C/c2ccco2)c(=O)[nH]1 | 0.7% | 23.0 | 3.4% | -16.0% | u | u |
| Cc1ccnc(NS(=O)(=O)c2ccc(N)cc2)n1 | u | u | -1.1% | -20.7% | 11.1% | 5.5% |
| OCCn1c(Cl)nc2ccccc21 | 2.8% | 12.1 | 12.1% | -15.6% | 0.3% | 0.3% |
| CC(C)CN(CC(C)C)C(=O)C12CCC(C)(C(=O)C1)C2(C)C (stereo not drawn) | u | 13.8 | 23.5% | 23.1% | 5.5% | 4.1% |
| Cc1cccc(CC(=O)Nc2cccc(-c3nc4cccnc4s3)c2)c1 | 22.7% | 3.5 | x | x | 3.4% | x |
| Cc1cccc(-c2nc3c4c(-c5ccccc5)c(-c5ccccc5)oc4ncn3n2)c1 | 5.5% | 5.2 | x | x | 4.7% | x |
| CCOc1ccc(C(=O)CCC(=O)N(CC)CC(=O)Nc2c(F)cccc2F)cc1 | u | -15.2 | -14.7% | 23.3% | -26.6% | x |
| CCOC(=O)C1(CCCc2ccccc2)CCN(C(=O)c2ccoc2)CC1 | -5.3% | -33.3 | -19.2% | 86.3%[activator] | 0.0% | 2.1% |
| CC1=C(C(=O)OCc2ccc(C)cc2)C(c2ccccc2Cl)CC(=O)N1 (stereo not drawn) | -0.2% | -36.9 | x | x | -6.7% | x |
| CS(=O)(=O)c1sc(C(=O)NC(=S)Nc2ccc(OC(F)(F)F)cc2)c2c1C=CCC2 | -0.1% | -18.0 | 70.0%[activator] | -26.8% | -3.5% | -16.0% |
| CC(=O)c1csc(COc2ccc(Cl)cc2)n1 | -2.5% | 2.0 | -3.4% | -0.3% | -8.3% | 1.7% |
| O=S(=O)(Nc1nc2ccccc2s1)c1ccc(Cl)s1 | 0.5% | 64.4 | -4.6% | -27.3% | -2.5% | 18.3% |
| COCCNC(=O)CSCc1nc(-c2ccc(SC)cc2)oc1C | u | -2.0 | -1.7% | 73.7%[activator] | -28.9% | -3.4% |
| Cc1ccc(C2SCC(=O)Nc3c2c(=O)[nH]n3C2CCOC(C)(C)C2)cc1 (stereo not drawn) | 1.6% | 10.6 | 8.2% | u | -17.1% | 0.1% |
| CCOC(=O)[C@H](CCc1ccccc1)N[C@@H](C)C(=O)N1CCC[C@H]1C(=O)O | -5.6%&-1.5% | 58.6 | 0.0%&18.9% | -8.9%&-8.9% | -9.2%&2.7% | -11.7% |
| O=C(Nc1cccc(C(F)(F)F)c1)c1cccnc1 | 1.3% | 2.4 | -7.5% | x | 0.0% | -10.1% |
| CCCOC(=O)c1ccc(NC(=O)c2c(Cl)ccc(Cl)c2OC)cc1 | -6.9% | -1.8 | 13.7% | 28.2µM* | -2.5% | -5.0% |
| Cc1ccc(N=C/C(C(=O)C(F)(F)F)=C(\O)c2cccs2)cc1 | -9.9% | 63.3 | -15.1% | -35.0% | 3.2% | -1.5% |
| O=C(Nc1ccon1)c1csc2ccccc12 | -13.1% | 18.5 | -0.1% | -11.7% | -11.3% | 0.5% |
| CCn1c(C)c(C)c2cc(C(=O)NCCN3CCOCC3)ccc21 | -14.8% | 16.4 | 4.1% | 61.1%[activator] | -25.0% | -11.6% |
| CC1c2ccccc2SC(CCCN(C)C)c2ccccc21 (stereo not drawn) | -20.6% | -60.5* | -2.5% | 63.3%[activator] | 0.5% | 11.0% |
| COc1cc(/C=C/C(=O)Nc2nnc(CC(C)C)s2)cc(OC)c1OC | -7.6% | 30.1 | -4.5% | 4.5% | -9.1% | -0.5% |
| COc1ccc(/C(C)=N/N=C(\C)c2ccc(OC)cc2OC)c(OC)c1 | -3.0% | u | -0.5% | 24.6% | 1.6% | 5.3% |
| Cc1ccccc1Nc1c(-c2cccnc2)nc2ccccn12 | 6.6% | u | -5.9% | 34.1% | 12.4% | 6.9% |
| COc1cc(OC)cc(C(=O)NCC(c2cccs2)S(=O)(=O)c2ccc(F)c(C)c2)c1 (stereo not drawn) | 2.2% | 9.5 | x | x | 4.0% | x |
| Cc1ccc(OCC(=O)N2CCc3ccccc32)c([N+](=O)[O-])n1 | 3.3% | 30.7 | -8.1% | 0.8% | 0.4% | 5.6% |
| COCCNC(=O)c1cn(C)c2ccc(S(=O)(=O)N3CCCCC3)cc2c1=O | -2.5% | -37.9 | 2.8% | 19.6% | -5.7% | x |
| COc1ccc(NC(=O)c2c(NCc3cccc(OC)c3)sc3c2CCCC3)cc1 | 8.4% | u | x | x | -33.3% | x |
| C/C(Cn1nc([N+](=O)[O-])cc1C)=N\NC(=O)c1ccc(O)cc1O | u | 48.6 | -1.5% | -41.0% | 5.2% | -0.1% |
| CC(=O)c1ccccc1NC(=O)COC(=O)C1CCCN1S(=O)(=O)c1ccccc1F (stereo not drawn) | 3.2% | 52.3 | -2.2% | 4.8% | -7.0% | x |
| COC(=O)c1ccc(-c2nc(CN3CCCN(C(=O)c4ccco4)CC3)c(C)o2)cc1 | 2.4% | 38.9 | -8.7% | 84.0%[activator] | u | x |
| O=C(COc1cccc(Cl)c1)Nc1nc(-c2ccc(S(=O)(=O)N3CCOCC3)cc2)cs1 | 7.7% | u | 14.7% | -26.4% | 0.4% | -0.6% |
| Cc1cccc(N2C(=O)N3[C@H](c4ccc(Br)cc4)[C@@H]4C(=O)N(C(C)(C)C)C(=O)[C@@H]4[C@]3(C)C2=O)c1 | u | 9.6 | -2.5% | 143.0%[activator] | -6.6% | -11.1% |
| O=C(NCc1cccs1)c1ccc(Cn2c(SCc3cccc(F)c3)nc3cccnc32)cc1 | 4.5% | -70.0* | x | x | 1.5% | x |
| CC(C)Cc1cc(C(=O)N2CCN(c3ccc(F)cc3)CC2)no1 | 3.5% | -22.5 | -1.6% | 0.316µM* | 17.4% | -1.0% |
| Cc1nc(SCC(=O)NC2CCCC2)[nH]c(=O)c1Cc1ccccc1 | 2.8% | -10.7 | 8.5% | -10.7% | 0.3% | 7.0% |
| Cc1cccc(-c2nc(CN3CCCC(C(=O)N4CCN(c5cc(Cl)ccc5C)CC4)C3)c(C)o2)c1 (stereo not drawn) | 15.3% | -22.6 | x | x | u | x |
| Cc1ccc2c(c1)c1c(n2CC(O)Cn2c(C)nc3ccccc32)CCCC1 (stereo not drawn) | u | -20.8 | -5.0% | 70.7%[activator] | 3.0% | -1.3% |
| Cc1noc(C)c1NC(=O)N1CCN(Cc2ccccc2)CC1 | -4.5% | -21.6 | -13.3% | -4.6% | 8.4% | 0.3% |
| Cc1cc(C)cc(OCc2cc(=O)n3c(-c4ccccc4)csc3n2)c1 | -4.0% | 6.7 | x | x | 0.0% | x |
| C=CCNC(=O)C(=O)N/N=C/c1ccco1 | -2.4% | 2.4 | 20.5% | -20.4% | -7.8% | 0.3% |
| COc1cc(OC)cc(C(=O)N[C@H](C(=O)Nc2nc(-c3cc(OC)ccc3OC)cs2)C(C)C)c1 | 10.2% | -28.0 | -25.5% | -17.0% | 0.2% | -9.1% |
| Cn1cc(/C=C(\C#N)C(=O)Nc2ccccc2O)c2ccccc21 | -14.5% | x | 9.3% | -38.3% | 0.0% | -4.9% |
| COC(=O)CSc1nc2ccccc2o1 | -8.2% | -0.7 | 7.8% | -7.9% | -5.4% | 9.9% |
| Nc1cccnc1Oc1ccc(F)cc1F | 0.6% | -22.1 | -12.7% | -9.2% | 11.1% | -0.2% |
| CC1=C(C(=O)Nc2cccc(C(=O)NC3CCCCC3C)c2)SCCO1 (stereo not drawn) | 1.2% | -38.7 | -10.4% | -12.1% | -0.4% | x |
| [O-]/C(=C(\C(=S)Nc1cccc2ccccc12)[n+]1ccccc1)c1ccc(Cl)s1 | 0.6% | 31.8 | -28.8% | -39.6% | -16.6% | u |
| Cn1cccc1Cc1nnc(SCC(=O)N2CCCC2)n1CCc1ccccc1 | -12.6% | -4.0 | 1.4% | 45.0% | 3.0% | 2.4% |
| Cc1ccc(C(=O)NS(=O)(=O)c2ccc(C)cc2)cc1 | -4.7% | -16.5 | -11.3% | -3.8% | 19.1% | 11.6% |
| CC(C)(C)NC(=O)CSc1nnc(-c2ccncc2)n1Cc1ccccc1 | 6.7% | 25.8 | 15.7% | -11.9% | 6.0% | 10.5% |
| CN(C(=O)CSc1nnc(-c2ccccc2)c(-c2ccccc2)n1)C1CCS(=O)(=O)C1 (stereo not drawn) | -5.8% | -29.0 | 2.6% | 89.2%[activator] | -10.4% | 5.2% |
| Cc1c(NC(=O)Cc2ccccc2)cccc1-c1nc2cccnc2s1 | 16.8% | -66.4* | x | x | -0.8% | x |
| Cc1c(NS(=O)(=O)c2ccc(C(=O)NCc3ccc(F)cc3)cc2)c(=O)n(-c2ccccc2)n1C | -2.9% | -12.5 | 0.0% | -36.7% | -0.5% | x |
| COc1ccc(C(C)(C)C)cc1NC(=O)COC(=O)c1ncc(Cl)c(Cl)c1Cl | -9.8% | -15.0 | 0.6% | -16.5% | 0.1% | 1.4% |
| COc1cc([N+](=O)[O-])ccc1NC(=S)N1CCN(c2ccccn2)CC1 | 0.7% | 0.0 | -5.3% | -14.2% | -4.6% | u |
